# Source: PubChem
# N370S GC – N370S glucocerebrosidase modulation, Gaucher chaperone candidate; AID 2101; hit rate 0.092% among 330,000; Potency, µM (highest dose often 59.4 µM), for inactives: at the highest dose activity change, negative = inhibition, most hits filed as inhibitors; N370S GC spleen homogenate, 4MU-glucoside fluorescence;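 further: 0% = full enzyme activity and -100% = no enzyme basal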
# FEN1 inh – inhibitors of human flap endonuclease 1 | Recombinant FEN1 flap cleavage, fluorescence, 15 min | Potency, µM (titrated, usually from 114 µM), for the others: top-dose activity change, negative = inhibition, actives largely listed as inhibitors | hit rate 0.35% among 390,000; further: nearly all actives have a fitted effect of over 65% in size
# Target sequence (P39748 whole entry, looked up): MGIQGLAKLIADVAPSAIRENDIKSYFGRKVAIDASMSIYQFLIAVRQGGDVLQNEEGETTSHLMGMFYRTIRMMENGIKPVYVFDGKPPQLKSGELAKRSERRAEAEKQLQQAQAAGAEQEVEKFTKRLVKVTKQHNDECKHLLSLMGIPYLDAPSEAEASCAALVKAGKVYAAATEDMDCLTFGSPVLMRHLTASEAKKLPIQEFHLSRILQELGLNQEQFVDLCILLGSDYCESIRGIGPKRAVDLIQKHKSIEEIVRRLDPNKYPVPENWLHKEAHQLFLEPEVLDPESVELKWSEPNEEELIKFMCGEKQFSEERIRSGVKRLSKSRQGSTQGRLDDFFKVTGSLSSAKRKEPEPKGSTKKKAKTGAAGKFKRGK
#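 Enzyme 10 nM, 15 min RT preincubation with compound; start with substrate 50 nM final; reads at 0 and 15 min; qHTS titration, four-parameter Hill fit.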
# TDP1 inh – inhibitors of human tyrosyl-DNA phosphodiesterase TDP1 | Q9NUW8 | recombinant TDP1, AlphaScreen DNA substrate cleavage | Potency, µM (titrated, usually from 130 µM), inactives show top-dose activity change, negative = inhibition, most hits filed as inhibitors | hit rate 0.28% among 350,000 | AID 485290; further: nearly all actives have a fitted effect of over 40% in size
# Target sequence (Q9NUW8 whole entry, looked up): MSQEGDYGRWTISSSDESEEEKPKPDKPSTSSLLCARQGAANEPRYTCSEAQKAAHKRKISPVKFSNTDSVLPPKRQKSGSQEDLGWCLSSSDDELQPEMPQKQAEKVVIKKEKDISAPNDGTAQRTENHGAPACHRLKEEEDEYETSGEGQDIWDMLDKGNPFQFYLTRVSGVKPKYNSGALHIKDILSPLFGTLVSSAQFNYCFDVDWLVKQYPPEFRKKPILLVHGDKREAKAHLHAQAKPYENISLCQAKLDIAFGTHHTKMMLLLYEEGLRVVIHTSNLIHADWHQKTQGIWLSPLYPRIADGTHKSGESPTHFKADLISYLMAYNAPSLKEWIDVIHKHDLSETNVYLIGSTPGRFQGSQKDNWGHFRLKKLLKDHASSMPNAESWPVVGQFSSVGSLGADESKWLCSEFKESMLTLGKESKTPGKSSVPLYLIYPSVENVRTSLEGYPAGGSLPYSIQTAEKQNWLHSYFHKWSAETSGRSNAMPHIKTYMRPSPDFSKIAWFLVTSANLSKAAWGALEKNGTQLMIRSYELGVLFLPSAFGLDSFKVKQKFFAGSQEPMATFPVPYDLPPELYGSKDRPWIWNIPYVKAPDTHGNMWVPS
#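 Compounds were preincubated with Tdp1 (1 nM final) for 15 min at room temperature before substrate (15 nM final) started a 5 min reaction; beads (10 ug/ml final) were then added for 10 min before AlphaScreen detection.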
# Active calls of the source: *; u = inconclusive; x = not tested or not shown; & = joins results of further samples; [ ] = dose if it differs, or a comment. The call rests on the fitted dose curve; in most records, active means well fitted curve in the direction sought with a large enough effect; inconclusive means small, poorly fitted or top-dose-only effect, or another doubt; inactive means no such curve, though single readings can be large; an effect the other way counts as inactive or inconclusive. Unless noted, on the % scale 0 is the no-effect control and ±100 the full control effect; potency means the concentration at half of the fitted maximal effect.
item	molecule	N370S GC	FEN1 inh	TDP1 inh
1	COc1ccc(OCC(Cn2cnc3ccccc32)OC(C)=O)cc1 (stereo not given)	-2%	-2%	0%
2	O=C(NCc1ccccc1Cl)C1CCN(S(=O)(=O)c2cccs2)CC1	-11%	-9%	5%
3	CCOc1ccc(NC(=O)c2cnccn2)cc1	5%	2%	3%
4	Cc1ccc(-c2nc(-c3cc4cccc(OCc5ccccc5F)c4oc3=O)no2)cc1	x	-5%	4%
5	COC(=O)c1ccc(COc2ccc(CNCc3ccc(Cl)cc3)cc2)cc1	-13%	-6%	x
6	COCCn1c(SCC(=O)Nc2c(C)n(C)n(-c3ccccc3)c2=O)nnc1-c1ccncc1	x	3%	2%
7	Cc1ccc2occ(CC(=O)Nc3ccc(S(=O)(=O)N4CCCC(C)C4)cc3)c2c1 (stereo not given)	x	-16%	0%
8	Cc1ccc(CCNC(=O)c2sc3ncccc3c2-n2c(C)ccc2C)cc1	x	-19%	10%
9	COC(=O)c1cc(NC(=O)c2ccc(Cn3cc(Cl)cn3)o2)cc(C(=O)OC)c1	-4%	-12%	4%
10	Cc1cc(C(=O)C(=O)O)c(C)n1-c1ccc(Cl)c(Cl)c1	16%	7%	-11%
11	COc1ccc(C(=O)/C=C/N(C)C)cc1OC	5%	8%	-1%
12	Cc1ccc(S(=O)(=O)N2CCCN(c3nc4cc(C)ccc4cc3C#N)CC2)cc1	15%	-27%	x
13	CC(=O)N1CC(C)c2scc(C)[n+]2-c2ccccc21 (stereo not given)	-10%	-2%	-5%
14	Cc1nc(CN(C)C(=O)C2CCC(=O)N(CCc3cccc(F)c3)C2)cs1 (stereo not given)	-8%	7%	2%
15	Cc1cc(/C=N/NC(=O)c2ccc(O)cc2)c(C)n1CC(C)C	-26%	-20%	3%
16	Cc1nn(Cc2ccccc2Cl)c(C)c1NC(=O)/C=C/c1cnn(C)c1	-21%	7%	2%
17	O=C1/C(=C2\C(=O)N(Cc3ccc(F)cc3)c3ccccc32)SC(=S)N1CCS(=O)(=O)O	-14%	u	x
18	NNC(=O)CSCc1nc(-c2ccc(Cl)cc2)cs1	11%	1%	6%
19	Cc1[nH]c2ccccc2c1/C=N/NC(=O)c1cccc(Br)c1	u	-9%	x
20	COc1cc(NC(=S)NCCN2CCOCC2)cc(OC)c1	-17%	19%	-1%

# Continuation:
item	molecule	N370S GC	FEN1 inh	TDP1 inh
21	CC(C)(C)c1ccc(NC(=O)COC(=O)C2=COCCO2)cc1	8%	0%	1%
22	O=C1NC(=O)/C(=C\c2ccc(Br)o2)S1	-3%	u	x
23	CCn1ncc(/C=C/C(=O)NCc2cnn(C)c2C)c1C	3%	-9%	5%
24	CC(=O)Nc1ccc(NC(=O)c2sc3nc4n(c(=O)c3c2C)CCCCC4)cc1	4%	4%	2%
25	O=C(O)C(Cc1ccccc1)N1C(=O)/C(=C/c2cccc3ccccc23)SC1=S (stereo not given)	6%	x	5%
26	CCCCOC(=O)CSc1nc(N)c(C#N)c(-c2ccc(OC)cc2)c1C#N	8%	5%	-2%
27	CN(Cc1ccccc1)C(=O)Cn1ncc2c3ccccc3n(Cc3cccc(Cl)c3)c2c1=O	x	-15%	3%
28	O=C1CC(N2CCN(c3cccc(C(F)(F)F)c3)CC2)C(=O)N1c1ccc(F)cc1 (stereo not given)	-1%	-15%	6%
29	COc1ccc(N(CC(=O)Nc2ccccc2C(F)(F)F)C2=NC3CS(=O)(=O)CC3S2)cc1 (stereo not given)	0%	-2%	x
30	CC(C)(C)c1ccc(CS(=O)(=O)CC(O)CN2CCCC2=O)cc1 (stereo not given)	1%	-1%	x
31	COc1cccc(OC)c1C(=O)Nc1ccc(CN2CCOCC2)cc1	-21%	23%	4%
32	CC(C(=O)NC(C)(C)C)N(Cc1cccs1)C(=O)CCN1CCc2ccccc21 (stereo not given)	4%	1%	3%
33	COc1ccc(C(CNC(=O)c2oc3cc(C)c(C)cc3c2C)N2CCCCC2)cc1 (stereo not given)	-17%	-4%&11%	6%&0%
34	CCc1nnc(NC(=O)c2ccc(S(=O)(=O)N3CCCC(C)C3)cc2)s1 (stereo not given)	0%	-2%	6%
35	COc1cc(/C=C/C(=O)O)cc(S(=O)(=O)Nc2ccccc2SC)c1OC	1%	-9%	6%
36	O=C(CSc1nnc(-c2ccccc2)o1)c1cccc([N+](=O)[O-])c1	x	2%	3%
37	COc1ccc(S(=O)(=O)Nc2ccccc2SC)cc1C	u	-3%	-1%
38	Cc1c(Cl)cccc1NC(=S)N(CCCN1CCOCC1)Cc1ccco1	-28%	6%	5%
39	O=C(CSc1ncc(-c2ccc(F)cc2)[nH]1)N1CCCCC1	8%	-17%	2%
40	Cc1cccc2c(N=O)c(O)[nH]c12	-3%	2%	x

# Going on with the list.
item	molecule	N370S GC	FEN1 inh	TDP1 inh
41	CCOc1ccc(-c2nnc(SCC(=O)c3ccc(F)cc3)n2-c2ccccc2)cc1	x	5%	8%
42	CNC(=O)[C@H](C)[C@H]1C[C@]1(C)[C@H](NC(=O)OCc1ccccc1)c1ccccc1	-11%	x	9%
43	CCOC(=O)c1ccc(S(=O)(=O)Nc2ccccc2-c2nnn(CC)n2)cc1	2%	-7%	4%
44	O=C(Nc1ccc2c(c1)OCO2)C1CCCN1C(=O)OCc1ccccc1 (stereo not given)	9%	4%	6%
45	Cc1ccc(S(=O)(=O)N2CCOCC2)cc1NC(=O)COC(=O)C1COc2ccccc2O1 (stereo not given)	-4%	-3%	3%
46	Clc1ccc(N2CCN(Cc3cc4ccccn4n3)CC2)cc1	-9%	x	15%
47	Cc1csc(CNC(=O)CC2C(=O)NCCN2Cc2ccc(F)cc2Cl)n1 (stereo not given)	-12%	4%	2%
48	CCOC(=O)N1CCN(S(=O)(=O)c2ccc(OC)c(Br)c2)CC1	-11%	0%	x
49	N#Cc1c(N)nc(N)nc1Nc1ccc(Br)cc1	-22%	-13%	6%
50	COC(=O)c1ccc(NS(=O)(=O)c2ccc3[nH]c4c(c3c2)CCCCC4)cc1	x	-6%	7%
51	CC1CCN(C(=O)C2CCN(S(=O)(=O)c3cc(Cl)ccc3Cl)CC2)CC1	-8%	12%	-2%
52	Cc1ccc(CCN2CC(C(=O)NCCCN3CCN(C)CC3)CC2=O)cc1 (stereo not given)	-3%	-12%	-4%
53	CC(=O)CC(=O)NC(=NC1CCCCC1)Nc1nc(C)cc(C)n1	9%	-10%	6%
54	COc1ccc(C(=O)N(C)CCCC2CCCC2)cc1OC1CCN(C(C)=O)CC1	-2%	5%	6%
55	COc1ccc(Cn2c(SCC(=O)NCc3ccccc3)nc3ccccc32)cc1	x	-1%	1%
56	C/C(=N\NC(=O)c1cccc(S(=O)(=O)N2CCOCC2)c1)c1ccco1	-6%	2%	x
57	O=C(CN1CCN(CC(=O)Nc2ccccc2Cc2ccccc2)CC1)Nc1ccccc1Cl	5%	11%	7%
58	Cn1c(CCNC(=O)c2ccco2)nc2cc(NC(=O)C3CCCCC3)ccc21	6%	-10%	8%
59	O=C(O)c1cccnc1SCc1ccc([N+](=O)[O-])cc1	0%	7%	x
60	CNC(=O)Cc1csc2ccc(Cl)cc12	u	-1%	-3%

# The list continues.
item	molecule	N370S GC	FEN1 inh	TDP1 inh
61	CC1(C)CC(=O)C=C(Nc2ccccc2N)C1	-9%	1%	3%
62	CC(C)(C)c1ccc(C(=O)Oc2ccccc2CCC(=O)O)cc1	u	2%	5%
63	CCN(CC)c1ccc(NC(=O)c2cccnc2)c(C)c1	-20%[12.8 µM]	3%	3%
64	COc1ccc(CC(=O)O/N=C(\N)c2ccc(OC)cc2)cc1	15%	14%	x
65	CCOC(=O)C1(C)NC(c2cccs2)C2C(=O)N(c3ccc(OC)cc3)C(=O)C21 (stereo not given)	-6%	1%	-3%
66	C=CCNC(=S)Nc1ccc(OC(F)F)c(Cl)c1	8%	4%	5%
67	CCOC(=O)c1c(C)[nH]c(C(=O)N/N=C/c2cccc(OC)c2)c1C	2%	-5%	-1%
68	CNC[C@H]1Oc2c(NS(=O)(=O)c3cccs3)cccc2C(=O)N([C@H](C)CO)C[C@@H]1C	x	2%	0%
69	CCOP(=O)(/C(C#N)=C(/O)c1ccccc1)c1ccccc1 (stereo not given)	3%	-1%	x
70	CC1(C)CC(=O)C(C=NCC2CCCO2)=C(O)C1 (stereo not given)	6%[2.35 µM]	-15%	-4%
71	CCSC1=NN2CCS(=O)(=O)N=C2S1	5%	1%	-3%
72	Cc1ccsc1C1CC(=O)Nc2ccccc2S1 (stereo not given)	-2%	7%	3%
73	O=C(c1ccco1)[C@@H]1[C@@H]2C(=O)N(c3ccc(Br)cc3)C(=O)[C@@H]2C2c3ccccc3C=CN21 (stereo not given in full)	1%	-17%	12%
74	O=C(CN(C(=O)Cn1nnc(-c2ccc(F)cc2)n1)c1ccc(F)c(Cl)c1)NCC1CCCO1 (stereo not given)	21%	7%	-4%
75	Cc1ccc(NC(=O)N2CCCN(C(=O)OC(C)(C)C)CC2)cc1Cl	-2%	-13%	x
76	O=C(COc1ccc(Cl)cc1)NCc1nnc(SCC(=O)Nc2ccc3c(c2)OCCO3)o1	6%	-10%	-3%[56.1 µM]
77	Cc1c(S(=O)(=O)Nc2ccc(Br)cc2)c(=O)n(C)c(=O)n1C	-5%	0%	x
78	COc1cccc(C2(O)CC(C(F)(F)F)=NN2C(=O)c2ccccn2)c1 (stereo not given)	-12%	-15%	3%
79	O=c1c2c(nc3cc(-c4ccc(F)cc4)[nH]n13)CCCC2	20%	-11%	u
80	O=C(CNC(=O)c1cc(=O)[nH]c2ccccc12)Nc1ccc(F)c(F)c1	3%	-12%	0%

# Ordered by length of the SMILES (falling): part of the list above
item	molecule	N370S GC	FEN1 inh	TDP1 inh
73	O=C(c1ccco1)[C@@H]1[C@@H]2C(=O)N(c3ccc(Br)cc3)C(=O)[C@@H]2C2c3ccccc3C=CN21 (stereo not given in full)	1%	-17%	12%
74	O=C(CN(C(=O)Cn1nnc(-c2ccc(F)cc2)n1)c1ccc(F)c(Cl)c1)NCC1CCCO1 (stereo not given)	21%	7%	-4%
29	COc1ccc(N(CC(=O)Nc2ccccc2C(F)(F)F)C2=NC3CS(=O)(=O)CC3S2)cc1 (stereo not given)	0%	-2%	x
6	COCCn1c(SCC(=O)Nc2c(C)n(C)n(-c3ccccc3)c2=O)nnc1-c1ccncc1	x	3%	2%
45	Cc1ccc(S(=O)(=O)N2CCOCC2)cc1NC(=O)COC(=O)C1COc2ccccc2O1 (stereo not given)	-4%	-3%	3%
76	O=C(COc1ccc(Cl)cc1)NCc1nnc(SCC(=O)Nc2ccc3c(c2)OCCO3)o1	6%	-10%	-3%[56.1 µM]
50	COC(=O)c1ccc(NS(=O)(=O)c2ccc3[nH]c4c(c3c2)CCCCC4)cc1	x	-6%	7%
4	Cc1ccc(-c2nc(-c3cc4cccc(OCc5ccccc5F)c4oc3=O)no2)cc1	x	-5%	4%
41	CCOc1ccc(-c2nnc(SCC(=O)c3ccc(F)cc3)n2-c2ccccc2)cc1	x	5%	8%
56	C/C(=N\NC(=O)c1cccc(S(=O)(=O)N2CCOCC2)c1)c1ccco1	-6%	2%	x
34	CCc1nnc(NC(=O)c2ccc(S(=O)(=O)N3CCCC(C)C3)cc2)s1 (stereo not given)	0%	-2%	6%
77	Cc1c(S(=O)(=O)Nc2ccc(Br)cc2)c(=O)n(C)c(=O)n1C	-5%	0%	x
75	Cc1ccc(NC(=O)N2CCCN(C(=O)OC(C)(C)C)CC2)cc1Cl	-2%	-13%	x
44	O=C(Nc1ccc2c(c1)OCO2)C1CCCN1C(=O)OCc1ccccc1 (stereo not given)	9%	4%	6%
38	Cc1c(Cl)cccc1NC(=S)N(CCCN1CCOCC1)Cc1ccco1	-28%	6%	5%
62	CC(C)(C)c1ccc(C(=O)Oc2ccccc2CCC(=O)O)cc1	u	2%	5%
69	CCOP(=O)(/C(C#N)=C(/O)c1ccccc1)c1ccccc1 (stereo not given)	3%	-1%	x
46	Clc1ccc(N2CCN(Cc3cc4ccccn4n3)CC2)cc1	-9%	x	15%
37	COc1ccc(S(=O)(=O)Nc2ccccc2SC)cc1C	u	-3%	-1%
22	O=C1NC(=O)/C(=C\c2ccc(Br)o2)S1	-3%	u	x
61	CC1(C)CC(=O)C=C(Nc2ccccc2N)C1	-9%	1%	3%
60	CNC(=O)Cc1csc2ccc(Cl)cc12	u	-1%	-3%
